High-throughput results as filed in PubChem.
TCR act: activators of T cell receptors | Potency, µM (doses to about 9.22 µM), without a hit: at the top dose activation of IL-2 secretion, most hits filed as activators | primary human leukocytes, anti-CD3, IL-2 HTRF, 48 h | 330,000 tested, under 10 active; note: % of control where 0% means no effect
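Human primary leukocytes + a-CD3 beads + cpd, 48 hr; IL-2 in supernatant by HTRF (ex 320nm / em 665nm). No co-stimulatory signal supplied.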
Tb PFK inh: blocks T. brucei phosphofructokinase | AID 485367 | O15648 | Potency, µM (doses to about 57.5 µM), inactives show at the top dose activity, negative = inhibition, actives largely listed as inhibitors | actives 0.17% (n = 330,000) | T. brucei PFK, ADP-Glo luminescence;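 note: potency is the fitted concentration of half-maximal effect; 0% = uninhibited 1x PFK enzyme wells and -100% = no-enzyme wells; nearly all actives have a fitted effect of over 60% in size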
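ADP-Glo luminescence quantified ADP after 45 min at room temperature, with 1.25 nM T. brucei PFK, 0.1 mM ATP and 0.5 mM fructose-6-phosphate in pH 8.0 TEA buffer. qHTS titrations up to 57 µM; curves classified by quality.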
TSHR antagonist: blocks TSH signaling through the human TSH receptor | TSHR-expressing cells, TSH-stimulated cAMP HTRF, 2 h; hits give low values | activity change, negative = inhibition, % at 11.5 µM | actives 0.2% (n = 330,000) | AID 504810;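 active = activity change below a set negative limit, meaning inhibition stronger than a set level, cut at about -70% in these data; inconclusive = activity change between two set negative limits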; note: % is set by controls: 0 for no effect and ±100 for the full control effect
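Competitive HTRF cAMP read-out (cryptate anti-cAMP antibody, cAMP-d2; 30 min, room temperature) in freshly harvested TSHR cells. Compounds added before TSH at EC80 (4nM final), followed by 2 hours' incubation at 37 deg C.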
TSG101-PTAP inh: blocks PTAP/TSG101 interaction to inhibit HIV-1 budding. Q99816. Fluorescence polarization, FITC-PTAP peptide / Tsg101 binding. Potency, µM (top dose mostly 115 µM), for inactives: at the top dose activity change, negative = inhibition, most hits filed as inhibitors. 340,000 tested, under 10 active; active = well fitted inhibition curve with a large enough effect in the main read-out, with a control signal flat, not every such curve was filed as active; inconclusive = small, poorly fitted or top-dose-only effect, or effect the other way, or a change in a side signal; inactive = no such curve, though single readings can be large or run the other way; note: potency is the fitted concentration of half-maximal effect; % of control where 0% means no effect
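Fluorescence anisotropy tracks displacement of a FITC-tagged PTAP peptide (50 nM) from the Tsg101 binding domain (10 uM), following a 20 min room-temperature incubation at pH 7.5.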
USP2a inh: inhibitors of human ubiquitin-specific protease USP2a | O75604 | USP2 core, Ub-CHOP2 coupled fluorogenic reporter, 485/531 | Potency, µM (titrated, usually from 38.3 µM), without a hit: top-dose activity change, negative = inhibition, actives largely listed as inhibitors | actives 0.01% (n = 330,000);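 note: potency is the fitted concentration of half-maximal effect; plate controls were DMSO wells for no effect and full inhibition by NEM control for full effect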
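Cell-free coupled assay: 10nM USP2 core preincubated 30min RT with compound in Tris-HCl pH 8.0/CaCl2/CHAPS buffer, then 25nM Ub-CHOP2 and 25nM reporter substrate; fluorescence (Ex 485/Em 531) read after 60min RT, normalized to NEM inhibition, concentration-response curves fitted.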
Chronic BCR inh: inhibitors of chronic active B-cell receptor signaling | actives 0.05% (n = 340,000) | ABC-DLBCL IkBa-CBG/CBR reporter, luminescence ratio, 4 h | Potency, µM (top dose mostly 46.1 µM), inactives show at the highest dose ratio change, negative = lower green/red ratio, hits mostly inhibitors | AID 493014; active = well fitted inhibition curve with a large enough effect in the signal ratio, with a control signal flat, not every such curve was filed as active; inconclusive = small, poorly fitted or top-dose-only effect, or effect the other way, or a change in a side signal; the % refers to the signal ratio;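 note: potency is the fitted concentration of half-maximal effect; plate controls were basal doxycycline-induced cells for no effect and cells given 10 µM MG132 for full effect; MG132 reads +100%, hits lower the ratio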
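TMD8 human ABC-DLBCL cells with doxycycline-inducible IκBα–green luciferase fusion and unfused red luciferase, in 0.5% FBS medium; compounds up to 46 uM, 4 h at 37C. Green/red luminescence ratio, filter-overlap corrected, fitted to concentration-response curves.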
ELG1 DNA repair: ELG1-dependent DNA repair inhibition | Potency, µM (series often up to 46.1 µM), for inactives: top-dose activity change, negative = inhibition, most hits filed as inhibitors | HEK293T ELG1-luciferase reporter, luminescence, 16 h; DNA damage induced by 5-fluorouridine | actives 2.3% (n = 330,000) | AID 504467; note: potency is the fitted concentration of half-maximal effect; % is set by controls: 0 for no effect and ±100 for the full control effect; nearly all actives have a fitted effect of over 55% in size
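Step one: seed 2,000 cells per well. Step two: pin-transfer compound or DMSO alongside 5-fluorouridine. Step three: incubate 16 hr, 37 °C, 5% CO2. Step four: add ONE-Glo, wait 30 min, read luminescence.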
Mito fusion act: inhibitors of mitochondrial division or activators of mitochondrial fusion; actives 0.23% (n = 320,000); S. cerevisiae fusion-defective mutant growth rescue, CellTiterGlo 48 h; Potency, µM (highest dose often 46.1 µM), for inactives: at the highest dose growth rescue (activation), hits mostly activators; AID 485298;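 note: potency is the fitted concentration of half-maximal effect; % of control where 0% means no effect; nearly all actives have a fitted effect of over 45% in size; temperature-sensitive fusion mutants such as fzo1-1 at 37 °C on non-fermentable ethanol glycerol medium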
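Read-out: ATP-based luminescence (CellTiterGlo, 10 min ambient) reporting growth of fusion-defective ts yeast after 48 hours at 37C on glycerol/ethanol YPEG medium in the presence of compound.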
B2AR arrestin: beta2AR (human) beta-arrestin recruitment activity; Potency, µM (top dose mostly 46.1 µM), for the others: at the highest dose activation, most hits filed as activators; actives 0.02% (n = 330,000); beta-arrestin recruitment to beta2AR, cell-based reporter; AID 492947; P07550;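 note: potency is the fitted concentration of half-maximal effect; 0% = DMSO controls and full agonism = EC100 isoproterenol or metaproterenol; nearly all actives have a fitted effect of over 65% in size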
Eya2 phos inh: Eya2 (human) phosphatase inhibition; O00167; recombinant Eya2, OMFP fluorescence dephosphorylation (OMFP is methylfluorescein phosphate); Potency, µM (series often up to 76.9 µM), without a hit: at the top dose activity, negative = inhibition, hits mostly inhibitors; actives 0.006% (n = 330,000); note: potency is the fitted concentration of half-maximal effect; % is set by controls: 0 for no effect and ±100 for the full control effect
Target sequence (O00167 whole entry, looked up): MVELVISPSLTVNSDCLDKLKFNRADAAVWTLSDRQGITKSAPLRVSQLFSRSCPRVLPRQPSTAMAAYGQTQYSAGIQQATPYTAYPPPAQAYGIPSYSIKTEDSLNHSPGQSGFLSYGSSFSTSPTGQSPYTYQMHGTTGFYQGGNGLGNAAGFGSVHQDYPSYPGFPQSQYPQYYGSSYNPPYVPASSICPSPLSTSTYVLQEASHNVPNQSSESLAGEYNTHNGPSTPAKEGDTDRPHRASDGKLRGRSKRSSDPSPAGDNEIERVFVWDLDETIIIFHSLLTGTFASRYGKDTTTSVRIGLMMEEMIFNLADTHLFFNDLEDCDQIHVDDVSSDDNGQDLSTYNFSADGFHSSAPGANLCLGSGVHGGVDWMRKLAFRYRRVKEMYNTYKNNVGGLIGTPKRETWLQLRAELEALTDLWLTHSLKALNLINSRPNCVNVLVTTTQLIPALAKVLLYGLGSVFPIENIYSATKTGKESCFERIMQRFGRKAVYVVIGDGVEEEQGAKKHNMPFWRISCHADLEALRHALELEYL
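Eya2 protein (added as 0.2 uM solution) was preincubated with compound for 10 min at ambient temperature in 50 mM HEPES pH 7.5, 50 mM NaCl, 5 uM MgCl2, 0.05% BSA, 1 mM DTT. OMFP (added at 50 uM) then reacted 10 min; fluorescence read at 485/525 nm.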
uPA generation: blocks generation of uPA at the cell surface; cell surface uPA generation assay, qHTS; Potency, µM (top dose mostly 38.3 µM), inactives show at the top dose activity change, negative = inhibition, actives largely listed as inhibitors; actives 0.31% (n = 330,000); AID 540303; active = well fitted inhibition curve with a large enough effect; inconclusive = small, poorly fitted or top-dose-only effect; inactive = no such curve, though single readings can be large or run the other way; tested in mouse RAW 264.7 cells; note: potency is the fitted concentration of half-maximal effect; % is set by controls: 0 for no effect and ±100 for the full control effect; nearly all actives have a fitted effect of over 55% in size
* marks the source's active call; other numbers are inactive results; ? = inconclusive; · = no result given. Unless noted, calls come from the whole dose curve; as a rule, active = well fitted curve in the direction sought with a large enough effect; inconclusive = small, poorly fitted or top-dose-only effect, or another doubt; inactive = no such curve, though single readings can be large; an effect the other way counts as inactive or inconclusive.

(1) Cn1nccc1NC(=O)Nc1ccccc1
(2) COC(=O)CCSC(=S)N1CCOCC1
(3) CC(=O)Nc1ccc(S(=O)(=O)Nc2cc(C)c(-n3nc4ccccc4n3)cc2O)cc1
(4) CC(=O)c1ccc(NC(=S)NNC(=O)c2ccccc2[N+](=O)[O-])cc1
(5) CCC(=O)NC(=S)Nc1ccc(NC(=O)c2ccco2)c(Cl)c1
(6) Cc1cc(OCC(=O)OCC(=O)Nc2ccc(Cl)cn2)ccc1Cl

screen / no.	1	2	3	4	5	6
TCR act	-5%	-4%	·	2%	-3%	10%
Tb PFK inh	-2%	-4%	-6%	-1%	-6%	4%
TSHR antagonist	-7	-4	0	-10	16	3
TSG101-PTAP inh	1%	·	-12%	4%	-2%	0%
USP2a inh	-1%	-1%	3%	2%	4%	-1%
Chronic BCR inh	0%	3%	3%	-6%	9%	6%
ELG1 DNA repair	?	7%	?	17%	?	13%
Mito fusion act	-8%	·	1%	5%	-6%	0%
B2AR arrestin	-1.0%	0.0%	0.0%	0.3%	-0.1%	0.1%
Eya2 phos inh	9%	-2%	-2%	6%	4%	?
uPA generation	3%	12%	-2%	7%	5%	8%

Reprinted from above (five entries):
(1) Cn1nccc1NC(=O)Nc1ccccc1
(2) COC(=O)CCSC(=S)N1CCOCC1
(3) CC(=O)Nc1ccc(S(=O)(=O)Nc2cc(C)c(-n3nc4ccccc4n3)cc2O)cc1
(4) CC(=O)c1ccc(NC(=S)NNC(=O)c2ccccc2[N+](=O)[O-])cc1
(5) CCC(=O)NC(=S)Nc1ccc(NC(=O)c2ccco2)c(Cl)c1

screen / no.	1	2	3	4	5
TCR act	-5%	-4%	·	2%	-3%
Tb PFK inh	-2%	-4%	-6%	-1%	-6%
TSHR antagonist	-7	-4	0	-10	16
TSG101-PTAP inh	1%	·	-12%	4%	-2%
USP2a inh	-1%	-1%	3%	2%	4%
Chronic BCR inh	0%	3%	3%	-6%	9%
ELG1 DNA repair	?	7%	?	17%	?
Mito fusion act	-8%	·	1%	5%	-6%
B2AR arrestin	-1.0%	0.0%	0.0%	0.3%	-0.1%
Eya2 phos inh	9%	-2%	-2%	6%	4%
uPA generation	3%	12%	-2%	7%	5%

(cont.)
(7) CCCCCCNC(=O)Cc1ccc(Br)cc1
(8) CC(=O)C1=C(c2ccccc2)NC(=O)NC1c1ccc(O)c(O)c1 (configuration not stated)
(9) COCCCNC(=S)N/N=C/c1ccc(O)cc1
(10) Cc1occc1C(=O)Nc1ccc2c(c1)OCO2

screen / no.	7	8	9	10
TCR act	10%	0%	0%	11%
Tb PFK inh	-9%	-13%	-1%	-1%
TSHR antagonist	-25	12	0	11
TSG101-PTAP inh	-3%	-1%	-2%	-4%
USP2a inh	0%	1%	1%	-1%
Chronic BCR inh	19%	?	-7%	-18%
ELG1 DNA repair	6%	-1%	7%	?
Mito fusion act	10%	9%	-2%	-6%
B2AR arrestin	-0.5%	0.2%	-0.5%	-0.2%
Eya2 phos inh	-1%	1%	-8%	9%
uPA generation	0%	1%	-20%	-4%

3 entries out of the list, arranged by formula weight, descending.
(5) CCC(=O)NC(=S)Nc1ccc(NC(=O)c2ccco2)c(Cl)c1
(8) CC(=O)C1=C(c2ccccc2)NC(=O)NC1c1ccc(O)c(O)c1 (configuration not stated)
(7) CCCCCCNC(=O)Cc1ccc(Br)cc1

screen / no.	5	8	7
TCR act	-3%	0%	10%
Tb PFK inh	-6%	-13%	-9%
TSHR antagonist	16	12	-25
TSG101-PTAP inh	-2%	-1%	-3%
USP2a inh	4%	1%	0%
Chronic BCR inh	9%	?	19%
ELG1 DNA repair	?	-1%	6%
Mito fusion act	-6%	9%	10%
B2AR arrestin	-0.1%	0.2%	-0.5%
Eya2 phos inh	4%	1%	-1%
uPA generation	5%	1%	0%
